S3 lipid droplet: qHTS Assay for Lipid Storage Modulators in Drosophila S3 Cells; Drosophila S3 cells, BODIPY lipid droplet fluorescence, 18-24 h; cells fed with added oleic acid; lipid storage change, negative = inhibition, % at the top dose, mostly 46.1 µM; hits show Potency in µM; 320,000 tested, 0.64% active; AID 2685; active = well fitted inhibition curve with a large enough effect in the signal ratio, with a control signal flat, not every such curve was filed as active; inconclusive = small, poorly fitted or top-dose-only effect, or effect the other way, or a change in a side signal; the % refers to the signal ratio
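Laser-scanning cytometry quantifies lipid droplet accumulation (500–530 nm total intensity; droplet/cell object ratio) in oleic acid-fed (400 uM added) Drosophila S3 cells treated with a concentration series. 20 uM Triacsin C defined 100% inhibition.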
S3 lipid droplet cell count max: recorded beside S3 lipid droplet, whose call it bears; cell number change, %; measured here: cell count max response;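 cells counted by Cell Tracker Red CMTPX staining in the red channel; peak over a dose series mostly up to 46.1 µM; percent activity relative to internal control wells on each plate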
* hit, by the source's call; i = inactive; ? = inconclusive; . = not tested or not shown; [ ] = another dose, or the depositor's remark. % is scaled to controls: 0 for no effect and ±100 for the full control effect; potency is read from the fitted curve at half-maximal effect. The list is partial, so the mix of outcomes need not match the whole.

Under each structure – S3 lipid droplet, S3 lipid droplet cell count max
CC1(c2ccccc2)NC(=S)N2C1NC(=S)N2c1ccccc1 (stereo unspecified)
 : ?, .
Cc1[nH]nc(Nc2ccccc2)c1[N+](=O)[O-]
 : ?, .
CCOC(=O)c1cc(NC(=O)COc2ccc([N+](=O)[O-])cc2)cc(C(=O)OCC)c1
 : ?, .
CC(C)[C@H](NC(=O)N1c2ccccc2NC(=O)[C@@H]1C(C)C)C(=O)N[C@H](C(=O)O)c1ccccc1
 : i, -9
CSc1ccc(Cl)c(C(=O)OCC(=O)N2CCNC2=O)c1
 : ?, .
O=C(NCCc1ccncc1)Nc1ccccc1
 : 14%, -6
CCCNCc1cc(OC)c(OCc2ccccc2)cc1Br
 : 10%, 11
O=C(NCc1ccccn1)Nc1ccc(Br)cc1
 : -12%, -9
O=C(c1ccccc1)N1CC(COc2ccccc2)OC(c2cccnc2)O1 (stereo unspecified)
 : -6%, -2
Cc1nn(Cc2ccccc2Cl)c(Cl)c1/C=C/C(=O)OCC(=O)NC(N)=O
 : ?, .
CCc1ccccc1NC(=O)CCS(=O)(=O)c1ccc2c(c1)CCCN2C(C)=O
 : ?, .
Cc1ccc(-c2cc(C(F)F)nc3sc4c(=O)[nH]cnc4c23)cc1
 : i, -30
CCOP(=O)(OCC)C(NC(=O)Nc1ccc(Cl)cc1)C(N)=O (stereo unspecified)
 : -3%, 3
CCOC(=O)C1=C(C)Nc2ncnn2C1c1cc(Br)ccc1F (stereo unspecified)
 : i, -20
O=C(NCC1CCCN(C(=O)c2cccnc2)C1)c1ccc(-c2ccccc2)cc1 (stereo unspecified)
 : 16%, 20
COCCNC(=O)/C(C#N)=C/c1ccc(SC)cc1
 : 3%, 11
O=C(Cn1cc(F)c(=O)[nH]c1=O)NCCO
 : ?, .
O=C(Nc1cnccn1)c1cccc(C(F)(F)F)c1
 : i, 3
Brc1cc2c(cc1Br)OCCOCCOCCOCCO2
 : ?, .
Cc1cccc(N2C(=O)CN(Cc3cccs3)C2=S)c1
 : ?, .
Cc1cccc(OCC(=O)Nc2ccccc2N2CCCCC2)c1
 : ?, .
CC(C)C(=O)Nc1cccc(S(=O)(=O)c2cccc(NC(=O)C(C)C)c2)c1
 : 4%, -2
COc1ccc(N2C(=O)N3[C@H](c4ccc(Br)cc4)[C@@H]4C(=O)N(C(C)(C)C)C(=O)[C@@H]4[C@]3(Cc3ccccc3)C2=O)cc1
 : -22%, 16
COc1ccc(CCNC(=O)c2cc(=O)[nH]c3ccc(Br)cc23)cc1OC
 : 4%, 1
COc1ccc(NC(=O)Nc2ccon2)c(OC)c1
 : 9%, .
COc1ccc(NC(=O)c2ccc(NC3=NC4CS(=O)(=O)CC4S3)cc2)cc1 (stereo unspecified)
 : 8%, 8
O=C(NCCc1ccc(Cl)cc1)C(=O)Nc1cc2c3c(c1)CC(=O)N3CCC2
 : ?, .
CC1=NOC(=O)/C1=C\c1ccc(-c2ccccc2Br)o1
 : ?, .
Cc1nn(C)c(C)c1C1C(C#N)=C(N)OC2=C1C(=O)CCC2 (stereo unspecified)
 : 6%, 5
COc1ccccc1NS(=O)(=O)c1cccc(C(=O)N/N=C/c2ccccc2OCC(=O)O)c1
 : 4%, 16
CS(=O)(=O)N(CC(=O)NCc1ccc2c(c1)OCO2)c1ccc(Cl)cc1
 : ?, .
Cc1ccccc1CN(c1ccc(C(=O)Nc2ccccc2C(=O)N2CCCC2)cc1)S(C)(=O)=O
 : i, .
O=C(CSc1ccccc1)Nc1ccccc1C(=O)O
 : ?, .
O=C(CCSc1nc(-c2ccco2)cc(C(F)(F)F)n1)NCc1ccccn1
 : ?, .
S=c1[nH]nc(COc2ccccc2)n1/N=C/c1cccc(Cl)c1Cl
 : ?, .
CCOC(=O)Cc1csc(NC(=O)COc2ccccc2)n1
 : ?, .
Cc1cc(S(=O)(=O)NC2CCCCC2)c(C)s1
 : ?, .
CCCn1c(C(C)Nc2nc(-c3ccc(C)cc3)cs2)nc2ccccc21 (stereo unspecified)
 : ?, .
CN1CCN(c2ccc([N+](=O)[O-])cc2C(=O)N2CCOCC2)CC1
 : 10%, 2
O=C(O)CNC(=S)N(Cc1ccccc1F)C1CCCCC1
 : 1%, -12

Record cards (already shown). Values in the order: S3 lipid droplet | S3 lipid droplet cell count max
COc1ccccc1NS(=O)(=O)c1cccc(C(=O)N/N=C/c2ccccc2OCC(=O)O)c1 is entered as 4% | 16
Cc1cccc(N2C(=O)CN(Cc3cccs3)C2=S)c1 is entered as ? | .
CCOC(=O)Cc1csc(NC(=O)COc2ccccc2)n1 is entered as ? | .
Cc1cccc(OCC(=O)Nc2ccccc2N2CCCCC2)c1 is entered as ? | .
O=C(Cn1cc(F)c(=O)[nH]c1=O)NCCO is entered as ? | .

Continuation:
Under each structure – S3 lipid droplet, S3 lipid droplet cell count max
Cc1ccc(NC(=O)COC(=O)c2cc(-c3cccs3)nn2-c2ccccc2)cc1[N+](=O)[O-]
 : ?, .
O=C(O)C1CCCN(S(=O)(=O)c2cccc3cccnc23)C1 (stereo unspecified)
 : 10%, 7
CCN(/N=C/c1ccc(Cl)cc1)c1cc(=O)n(C)c(=O)[nH]1
 : ?, .
CCSc1nnc(NC(=O)c2cc(C)on2)s1
 : -5%, -17
O=C(CSc1ccc([N+](=O)[O-])cn1)Nc1cc(C(F)(F)F)ccc1N1CCOCC1
 : ?, .
CN(C)CCC(=O)c1ccc2c(c1)OCO2
 : ?, .
CCCc1cc(=O)oc2cc(OCC(=O)NCCCN3CCCC3=O)ccc12
 : ?, .
COc1cc(CNC(C)(C)CO)ccc1OCC(=O)NC(C)(C)C
 : -9%, -5
CCCc1cc(=O)n2[nH]c(C)c(-c3ccc(Cl)cc3)c2n1
 : ?, .
Cc1ccc(C(c2nnnn2Cc2ccccc2)N2CCN(Cc3ccccc3)CC2)cc1 (stereo unspecified)
 : 3%, 5
COc1ccc(C2=CSC(/N=C/c3ccc(F)cc3)=NN2)cc1
 : -9%, -28
O=C(COC(=O)c1ccc(Br)cc1)Nc1ccccc1Br
 : 10%, 10
COc1ccc(C(=O)Nc2cc3c4c(c2)CC(=O)N4CCC3)c(OC)c1
 : ?, .
CCOC(=O)C(Cc1ccccc1)(Cc1ccccc1)C(C)=O
 : -5%, 21
Cc1ccc(S(=O)(=O)N2CCC(C(=O)Nc3ncccc3O)CC2)cc1
 : ?, .
Nc1nc(SCC(=O)NCC2CCCO2)[nH]c(=O)c1NC(=O)c1ccco1 (stereo unspecified)
 : -12%, -2
c1ccc(Oc2nc(N3CCOCC3)nc(N3CCOCC3)n2)cc1
 : 1%, -7
CCNC(=S)Nc1cc(C)ccn1
 : ?, .
O=[N+]([O-])c1ccc(Nc2ccccn2)c([N+](=O)[O-])c1
 : 16%[9.22 µM], 1
Cc1nnc(SCC(=O)NNC(=O)c2ccc(Cl)cc2)s1
 : ?, .
CN1CCN(NC(=O)c2ccccc2F)CC1
 : ?, .
COc1ccc(C(=O)OCC(=O)NCC2CCCO2)cc1 (stereo unspecified)
 : ?, .
Cc1cccc(C)c1NC(=O)C1CCCN1S(=O)(=O)c1ccc(-c2ccc(=O)[nH]n2)s1 (stereo unspecified)
 : 4%, -3
N#Cc1cc(-c2ccccc2)nnc1Oc1ccccc1Cl
 : -23%, -8
CC(=O)c1cccc(NC(=O)c2csc(-n3nc(C)cc3C(F)(F)F)n2)c1
 : -22%, -14
CC(C)(C)c1nnc(NC(=O)COc2ccc3c(c2)OCO3)s1
 : i, -29
O=C1CCC(C(=O)N2CCOCC2)CN1Cc1ccc(Cl)cc1 (stereo unspecified)
 : i, -7
Cc1ccc2c(c1)c(C)cc(=O)n2CCC(=O)O
 : ?, .
CCNC(=O)COC(=O)C1C(C(=O)OCC)=C(C)NC(C)=C1C(=O)OCC
 : ?, .
Cc1ccc(Sc2cc(NCCCO)c([N+](=O)[O-])c3nonc23)cc1
 : ?, .
COc1ccc(NC(=O)c2c(Cl)nc3ccccn23)cc1
 : ?, .
O=C(C1=C[C@H](c2csc3ccccc23)C[C@H](OCCCCO)O1)N1CCN(Cc2ccccc2)CC1
 : -5%, -9
c1ccc(CSc2nc3ncncc3[nH]2)cc1
 : ?, .
O=C(N[C@@H](Cc1ccccc1)C(=O)O)c1ccncc1
 : -18%, 3
CC1CN(S(=O)(=O)c2ccc(F)cc2)CN1C(=O)N1CCOCC1 (stereo unspecified)
 : ?, .
COc1cc(NC(=O)c2ccc(Cl)cc2)c2ncccc2c1
 : ?, .
O=C(Nc1ccc(Cl)cc1)c1cccc(N2C(=O)C3C4CCC(C4)C3C2=O)c1 (stereo unspecified)
 : 6%, -7
CC1CC(C)CN(C(=O)COC(=O)Cc2ccc(Br)cc2)C1 (stereo unspecified)
 : ?, .
COc1ccccc1CC(=O)N1CCC(CCC(=O)NC2CC2)CC1
 : ?, .
COc1cc2ccccc2cc1C(=O)Nc1ccncc1
 : ?, .
O=C(CSc1nnc(-c2ccncc2)n1Cc1ccccc1)NC1CCCCC1
 : ?, .
COc1ccc(CCNC(=S)Nc2ccc(S(=O)(=O)Nc3ncccn3)cc2)cc1OC
 : 9%, 8
CCOCC(=O)Nc1nnc(COc2ccc(Cl)cc2)s1
 : 17%, -6
O=C1NC(=O)c2cc(NC(=O)c3cccc4ccccc34)ccc21
 : ?, .
Cc1onc(-c2ccccc2)c1C(=O)N/N=C/C(Br)=C/c1ccccc1
 : ?, .
COc1ccc(-c2nc(NC(=O)c3[nH]c(C)c(C(C)=O)c3C)sc2C)cc1
 : 5%, -13
CCOC(=O)C/C(C)=N/NC(=O)COc1ccccc1C
 : 6%, -2
CC1CCCN(c2nc3c(c(=O)[nH]c(=O)n3C)n2CCSc2ncccn2)C1 (stereo unspecified)
 : -2%, 3
CCCCOC(=O)CSc1nc2ccccc2o1
 : i, 7
COc1cc(-c2nnn(CC(=O)N3CCOCC3)n2)cc(OC)c1OC
 : 18%, 5
O=C(CN(Cc1ccccc1Cl)C(=O)c1ccc(CN2CCOCC2)o1)NCC1CCCO1 (stereo unspecified)
 : ?, .
COCCNC(=O)/C(C#N)=C/c1ccc(-c2ccc(S(=O)(=O)N3CCOCC3)cc2)o1
 : ?, .
CCCC1=C(C(=O)OCC)C(c2ccc(OC)c(CSc3ccccn3)c2)C(C#N)=C(N)O1 (stereo unspecified)
 : 17%, 14
COc1ccc(-c2cnnn2-c2ccc(NC(=O)c3ccco3)cc2)cc1OC
 : ?, .
COc1cc(C(=O)Nc2cc(Cl)ccc2C)c(-n2cnnn2)cc1OC
 : ?, .
COc1ccc(/C=C/CN2CCN(Cc3ccc(F)cc3)C(CCO)C2)cc1 (stereo unspecified)
 : 14%, 2
O=C1CC(N2CCc3ccccc32)C(=O)N1c1ccc(F)cc1 (stereo unspecified)
 : -4%, 13
CC(C)(C)c1ccc2c(c1)OC(C(=O)N/N=C\c1ccc(-c3cccc(C(=O)O)c3)o1)CO2 (stereo unspecified)
 : ?, .
CCOC(=O)CC(NC(=O)c1cccc2c1C(=O)N(Cc1cccnc1)C2)c1ccc(OCC)c(OC)c1 (stereo unspecified)
 : -13%, -13
CCCCNC(=O)c1onc(CSc2ccc(C)c(C)c2)c1C(=O)O
 : ?, .

An excerpt of these results, as labelled records.
CCCC1=C(C(=O)OCC)C(c2ccc(OC)c(CSc3ccccn3)c2)C(C#N)=C(N)O1 (stereo unspecified)
  S3 lipid droplet: 17%; S3 lipid droplet cell count max: 14
COc1ccc(-c2cnnn2-c2ccc(NC(=O)c3ccco3)cc2)cc1OC
  S3 lipid droplet: ?; S3 lipid droplet cell count max: .

Following part
Under each structure – S3 lipid droplet, S3 lipid droplet cell count max
O=C(NCCc1ccccc1)c1ccc2c(c1)OCCCO2
 : ?, .
Cc1ccc(-c2nc(CS(=O)(=O)CC(=O)N3CCOCC3)c(C)o2)cc1
 : ?, .
CCCN(CCC)C(=O)Cn1ccc(=N)c2ccccc21
 : ?, .
CCc1ccc(-c2c(C)sc(NC(C)=O)c2C(N)=O)cc1
 : -23%, 4
COc1ccc(C2C(C(=O)c3cccs3)=C(O)C(=O)N2c2cccc(C)n2)cc1 (stereo unspecified)
 : ?, .
Cc1cc(OCCN2CCCC2)cc(C(C)C)c1
 : ?, .
CC(=O)c1cccc(OCc2cc(C(=O)N3CC4C[C@@H]5CC3C[C@H](C4)C5)no2)c1
 : i, .
COc1ccc(-c2cc(-c3ccco3)[nH]c(=O)c2C#N)cc1
 : 20%, .
CC(C)CNC(=S)Nc1ccc(F)cc1
 : -6%, -10
Cc1ccn2cc(-c3ccc4c(c3)NC(=O)CO4)nc2c1
 : ?, .
O=C(NCCC(=O)N1CCN(S(=O)(=O)c2ccc(Cl)cc2)CC1)Nc1ccccc1
 : ?, .
O=C(Nc1ccccc1)Nc1cc(S(=O)(=O)N2CCOCC2)ccc1N1CCCC1
 : ?, .
Cc1ccc(NC(=O)COc2ccc3oc4c(c3c2)CCCC4)nc1
 : i, -15
COC(=O)CNc1nc(Cl)nc(N2CCC(C)CC2)n1
 : ?, .
CCC(C)c1ccc(NC(=S)NCCn2cc(Br)cn2)cc1 (stereo unspecified)
 : 29%, 22
CC(C)(C)C(=O)NC(=S)Nc1ccc(Cc2ccncc2)cc1
 : ?, .
COC(=O)CNC(=O)C1CCCN1C(=O)CNC(=O)OCc1ccccc1 (stereo unspecified)
 : 5%, 16
COc1ccc(NC(=O)CN2CCN(Cc3ccc4c(c3)OCO4)CC2)cc1OC
 : ?, .
CCCCNC(=S)Nc1ccc([N+](=O)[O-])cc1
 : ?, .

Assay outcomes deposited in PubChem by National Center for Advancing Translational Sciences (NCATS).
